IDE cell inh – inhibitors of human insulin-degrading enzyme in cells; 0.41% of 320,000 active; HEK cells, FAbetaB cleavage, fluorescence polarization; inhibition, % at 5.59 µM; AID 434962; P14735;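 active = percent inhibition above the average of all tested compounds plus 3 SD, set per screening campaign, cut at about 16% in these data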;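 also: IDE supplied by intact live HEK cells; FP after avidin binding of uncleaved biotin substrate so inhibition keeps polarization high; 0% = DMSO wells and 100% = 60 µM reference IDE inhibitor Ii1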
Target sequence (P14735 whole entry, looked up): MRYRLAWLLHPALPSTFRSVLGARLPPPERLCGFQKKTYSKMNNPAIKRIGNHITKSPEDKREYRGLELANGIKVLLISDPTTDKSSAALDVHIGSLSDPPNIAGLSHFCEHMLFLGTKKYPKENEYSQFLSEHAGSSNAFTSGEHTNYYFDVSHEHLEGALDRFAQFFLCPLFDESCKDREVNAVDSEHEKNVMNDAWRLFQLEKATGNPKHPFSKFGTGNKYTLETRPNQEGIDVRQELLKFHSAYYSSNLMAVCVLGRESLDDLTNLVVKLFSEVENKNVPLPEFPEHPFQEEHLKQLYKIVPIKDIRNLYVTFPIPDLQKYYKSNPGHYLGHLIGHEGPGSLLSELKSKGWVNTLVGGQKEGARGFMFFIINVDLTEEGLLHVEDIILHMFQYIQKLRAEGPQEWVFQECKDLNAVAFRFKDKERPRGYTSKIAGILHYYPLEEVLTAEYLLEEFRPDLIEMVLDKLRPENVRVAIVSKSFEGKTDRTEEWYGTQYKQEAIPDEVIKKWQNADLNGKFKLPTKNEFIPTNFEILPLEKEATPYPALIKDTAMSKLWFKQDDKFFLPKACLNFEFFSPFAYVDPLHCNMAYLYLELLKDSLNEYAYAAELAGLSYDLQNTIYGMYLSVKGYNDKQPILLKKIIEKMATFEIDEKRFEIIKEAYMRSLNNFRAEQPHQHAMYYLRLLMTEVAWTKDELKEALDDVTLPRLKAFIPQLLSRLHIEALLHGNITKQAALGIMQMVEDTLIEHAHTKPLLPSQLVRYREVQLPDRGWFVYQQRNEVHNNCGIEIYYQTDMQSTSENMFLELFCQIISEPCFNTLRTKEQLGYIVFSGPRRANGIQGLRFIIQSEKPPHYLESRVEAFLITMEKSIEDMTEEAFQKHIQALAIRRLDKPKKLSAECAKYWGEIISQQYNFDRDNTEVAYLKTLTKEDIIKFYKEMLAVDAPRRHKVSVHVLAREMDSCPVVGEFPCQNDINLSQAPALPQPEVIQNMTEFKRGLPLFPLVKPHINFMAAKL
IDE act – activators of human insulin-degrading enzyme in cells. P14735. activation, % at 5.96 µM. AID 493087. HEK cells, FAbeta-B cleavage, fluorescence polarization; 0% vehicle, 100% cell-free pure enzyme wells. 0.073% of 340,000 active;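 active = activation above the mean of all tested compounds plus 3 SD, set per screening campaign, cut at about 17% in these data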
* hit, by the source's call. Only part of the results is shown, so the mix of outcomes need not match the whole.

SMILES	IDE cell inh	IDE act
CC(=O)Nc1ccc(S(=O)(=O)NCC(=O)OCC(=O)NNC(=O)c2ccccc2)cc1	3	-1
Cc1cc(S(=O)(=O)Nc2ccc(C(=O)NCC(c3ccco3)N(C)C)cc2)ccc1F (stereo not drawn)	-4	7
COc1ccccc1NS(=O)(=O)c1cccc(C(=O)N2CCN(C(=O)c3ccco3)CC2)c1	-2	-1
COc1cc(C(=O)NCC(=O)NCCSc2ccc(Br)cc2)cc(OC)c1OC	10	-4
COc1cc(OC)nc(Oc2ccccc2/C=N/O)n1	-1	-5
COc1ccc(NS(=O)(=O)c2cccc(C(=O)NCC(c3ccccc3)N(C)C)c2)cc1 (stereo not drawn)	-1	0
COC(=O)[C@]1(CC(C)C)N[C@H](c2ccc(-c3ccc4c(c3)OCO4)cc2)[C@@H]2C(=O)N(C)C(=O)[C@@H]21	2	5
CCCNC(=O)C1(CC2CC(c3ccccc3)=NO2)CCN(C(=O)C2CCCC2)CC1 (stereo not drawn)	6	2
COC(=O)c1cc(C(=O)OCC(=O)c2ccc[nH]2)cc([N+](=O)[O-])c1	-3	5
CN(C(=O)NC1CC(=O)N(c2ccc3c(c2)OCCO3)C1)c1ccccc1 (stereo not drawn)	1	3
COc1ccc(C(C)=O)cc1CS(=O)(=O)CC(=O)NCCc1c[nH]c2ccccc12	0	0
N#CCCN(C(=O)CSc1n[nH]c(=O)[nH]c1=O)c1ccccc1	0	2
Cc1ccc(S(=O)(=O)N2CCN(C(=O)COC(=O)c3cc([N+](=O)[O-])ccc3NCCO)CC2)c(C)c1	0	-1
NC(=O)c1cc([N+](=O)[O-])c(Cl)cc1NCc1ccncc1	5	2
CC(C)(O)[C@H](O)Cc1cc2ccc(=O)oc2cc1O[C@@H]1O[C@H](CO)[C@@H](O)[C@H](O)[C@H]1O	4	-2
COc1ccccc1-c1nn(-c2ccccc2)cc1C(=O)N1CCc2ccccc2C1	-3	8
COc1ccc(C(CNC(=O)C(=O)Nc2ccc3c(c2)OCCO3)N2CCN(C)CC2)cc1 (stereo not drawn)	-2	2
COc1ccccc1Nc1nnc(SCC(=O)c2c(N)n(C3CC3)c(=O)[nH]c2=O)s1	1	4
CN(CC(=O)Nc1cccc(F)c1)C(=O)c1cc(S(=O)(=O)N2CCN(c3ccccc3)CC2)ccc1Cl	5	4
Cc1ccsc1C(=O)OCc1nc2ccsc2c(=O)[nH]1	3	-2
CCN(CC(=O)Nc1ccc(NC(C)=O)cc1)C(=O)C1CCCN(C(=O)c2ccc(Cl)cc2)C1 (stereo not drawn)	1	3
CCc1noc(C)c1C(=O)OC(C)C(=O)c1c(C)[nH]c2ccccc12 (stereo not drawn)	2	4
COc1ccc(NC(=O)C2CCCN(C(=O)c3ccc(Cl)cc3)C2)cc1S(=O)(=O)N(C)C (stereo not drawn)	1	3
CCCCC[C@@H]1C=C(C(=O)O)[C@H](c2ccc(Cl)cc2)N1S(=O)(=O)c1ccc(C)cc1	-3	-1
OC[C@@H](O)[C@@H](O)CO	-2	3
Fc1ccc2cnc(CCO[C@H]3CCCCO3)cc2c1	-3	1
CCOc1ccc(NC(=O)CN(C)C(=O)c2sc3ccccc3c2Cl)cc1OCC	8	-2
CCOC(=O)C1=C(COC(=O)/C=C/c2ccc(OCC)c(OC)c2)NC(=O)NC1C (stereo not drawn)	-4	1
CCN(C(=O)COC(=O)c1ccc([N+](=O)[O-])o1)c1cccc2ccccc12	-1	4
O=C(CSc1ccc2ccccc2n1)NC1CC1	-2	1
CC1C(=O)N2CCCc3cc(NC(=O)C(=O)NCCc4ccc(F)cc4)cc1c32 (stereo not drawn)	15	-5
O=C(CSc1ccccc1C(=O)N1CCN(c2ccc([N+](=O)[O-])cc2)CC1)N1CCCC1	-5	-1
O=C1CC(NS(=O)(=O)c2cccs2)CN1c1ccccc1 (stereo not drawn)	1	-6
COc1ccccc1C(=O)NC(CCSC)C(=O)NNC(=O)C(C)Oc1ccccc1F (stereo not drawn)	2	3
O=C(COC(=O)c1ccc(S(=O)(=O)N2CCCCC2)cc1)NCc1ccccc1	-4	9
O=C(COC(=O)/C=C/c1cccc(Br)c1)Nc1cccc(S(=O)(=O)NC2=NCCC2)c1	4	4
C=C1C[C@H](O[C@@H]2O[C@H](CO)[C@@H](O)[C@H](O)[C@H]2O)[C@@H]2[C@H](OC(=O)[C@H]2C)[C@H]2[C@H](C)[C@H](O)C[C@@H]12	1	-3
COc1cccc(N2CC(C(=O)N3CCC4(CC3)CC(=O)c3ccccc3O4)CC2=O)c1 (stereo not drawn)	2	1
O=C1Cc2cc(NS(=O)(=O)c3ccc(Cl)cc3)cc3c2N1CCC3	5	-2
CC(Sc1nnc(N)s1)C(=O)NC1CCCCC1C (stereo not drawn)	2	7
Cc1c(NC(=O)C(C)OC(=O)c2ccccc2O)c(=O)n(-c2ccccc2)n1C (stereo not drawn)	5	1
CCCN(CC(=O)Nc1ccccc1C)C(=O)c1ccc(C)c(S(=O)(=O)N2CCCCC2)c1	0	2
Cc1ccc(-n2ncc3c(=O)[nH]c(SCC(=O)N4CC(=O)Nc5ccccc54)nc32)cc1	3	3
O=C(CCc1ccc(S(=O)(=O)N2CCOCC2)cc1)OCC(=O)c1ccccc1	2	5
CCn1c(SCC(=O)Nc2cccc(OC)c2)nc2c(c1=O)SCC2	3	7
Cc1cc(NC(=O)C(C)SCC(=O)N(C)CC(=O)Nc2ccccc2Br)no1 (stereo not drawn)	3	0
O=C(COC(=O)CNC(=O)c1ccccc1F)NC12CC3CC(CC(C3)C1)C2	-1	2
Cc1cc(C)cc(Nc2ccc3nonc3c2[N+](=O)[O-])c1	5	0
COc1ccccc1C1=CC(=O)C[C@H](c2ccc(Cl)cc2)C1	5	2
O=C(OCC(=O)c1ccc[nH]1)c1cncc(Br)c1	-1	4
CC(C)C(NC(=O)c1ccccc1)C(=O)OCC(=O)N1CCCCC1 (stereo not drawn)	-1	5
O=C(CNC(=O)c1cccc(F)c1)OCCOc1cccc(Cl)c1	-1	3
O=C1NCCOC(=O)[C@H](Cc2ccc(F)cc2)CC/C=C/C[C@@H]1CC(=O)N(CCO)Cc1ccccc1	3	8
OC[C@H]1O[C@@H](n2cnc3c(NC4CCCC4)nc(Cl)nc32)[C@H](O)[C@@H]1O	3	4
NS(=O)(=O)c1ccc(CCNC(=O)COC(=O)CCN2C(=O)C3CC=CCC3C2=O)cc1 (stereo not drawn)	-3	4
COc1ccc(NC(=O)CN(C)C(=O)c2ccc(NS(=O)(=O)c3cccc([N+](=O)[O-])c3)cc2)cc1	3	3
O=C(COc1cccc(F)c1)NNC(=O)c1cccc(-n2cccc2)c1	-1	2
CCN1C(=O)[C@H]2[C@@H](c3ccc(C)cc3)N3C(=O)N(c4cccc(Cl)c4)C(=O)[C@@]3(CC(C)C)[C@H]2C1=O	-1	3
COc1ccc(C2=NOC(Cn3nc(C(=O)NCc4ccc5c(c4)OCO5)cc3-c3ccccc3)C2)cc1 (stereo not drawn)	0	7
CC(NC(=O)c1ccccc1SCC(=O)N1CCCC1)c1ccccc1 (stereo not drawn)	3	-1

The list goes on:
SMILES	IDE cell inh	IDE act
Cc1cccc(NC(=O)C2CCN(C(=O)c3ccc(F)cc3)CC2)n1	1	4
CN(CC(=O)Nc1cccc(F)c1)C(=O)c1ccccc1Sc1ccccc1C#N	3	0
CCN(C(=O)COC(=O)c1cccs1)c1c(N)n(Cc2ccccc2)c(=O)[nH]c1=O	-1	4
Nn1c(SCC(=O)NC2CCCCC2)nnc1-c1ccccc1F	0	6
CCOC(=O)N1CCN(C(=O)/C(=C/c2ccc(N(C)C)cc2)NC(=O)c2ccccc2)CC1	0	4
O=C(C1=COCCO1)N(Cc1nnc(-c2ccccc2Cl)o1)C1CC1	2	3
COc1ccccc1NS(=O)(=O)c1cccc(NC(=O)c2nn(C)c(=O)c3ccccc23)c1	-3	1
COc1ccc(C(=O)OCc2cc(=O)n3c(C)csc3n2)cc1F	-2	2
O=C(CCC(=O)Nc1ccccc1Cl)NNC(=O)COc1ccc([N+](=O)[O-])cc1	-1	3
COc1ccc(CCNC(=O)CSc2ncc(C(=O)Nc3ccccc3)c(=O)n2C)cc1	0	2
Cc1ccc(C)c(NC(=O)COC(=O)c2nn(C)c(=O)c3ccccc23)c1	-1	0
COc1cccc([C@@H]2CC=C(C(=O)O)[C@H](c3ccc(C)cc3)N2S(=O)(=O)c2ccc(C)cc2)c1	3	0
COC(=O)c1ccc(-c2cc3onc(-c4ccccc4)c3c(=O)n2C)cc1	-3	2
CC(C#N)(NC(=O)COC(=O)c1ccccc1NCCO)C1CC1 (stereo not drawn)	3	7
COc1ccc(NC(=O)CO/N=C/C(=O)Nc2ccccc2C)c([N+](=O)[O-])c1	-1	5
COc1ccccc1C(=O)NCC(=O)OCC(=O)Nc1ccc2[nH]c(=O)[nH]c2c1	4	-3
Cc1cc(C)c(NC(=O)CNC(=O)Cc2ccc(S(=O)(=O)N3CCOCC3)s2)c(C)c1	-3	3
CC1CCCCC12NC(=O)N(CC(=O)N1CCc3ccccc31)C2=O (stereo not drawn)	-3	-3
Nc1cccc2c(O)cccc12	3	3
FC(F)(F)c1ccc2c3n(nc2c1)CCN=C3c1ccc(Cl)cc1	1	1
Cc1cc(C)cc(OCC(=O)N(C)CC(=O)Nc2ccc(Cl)c(C(F)(F)F)c2)c1	2	1
COc1ccc(NC(=O)CN2C(=O)NC3(CC(C)CC(C)(C)C3)C2=O)cc1S(=O)(=O)N1CCCCC1 (stereo not drawn)	-1	4
CC(=O)Nc1ccc(NC(=O)C(C)OC(=O)CCSc2ccccc2Cl)cc1 (stereo not drawn)	-2	4
COC(=O)[C@@]12CCCCN1[C@H](c1ccc(-c3ccccc3)c(OC)c1)[C@H]1C(=O)N(C)C(=O)[C@H]12	1	3
O=C(Nc1ccccc1F)C1CCCC1	4	1
Cc1ccc(NC(=O)COC(=O)CN2CCCCCC2=O)cc1C	-4	6
COc1ccc(S(=O)(=O)N2CCOC23CCN(S(=O)(=O)c2ccc(F)cc2)CC3)cc1	6	0
C=C/C(C)=C/C[C@H]1C(=C)CCC2[C@](C)(C(=O)O)CCC[C@@]21C (stereo partly drawn)	5	1
Cc1cccc(N2CCN(C(=O)CNC(=O)Cc3ccccc3)CC2)c1C	11	-1
CC(C)CN1C(=O)C(=O)N(CC(=O)c2ccc3c(c2)OCO3)C1=O	-7	3

Some of these compounds in order of formula weight, highest first:
SMILES	IDE cell inh	IDE act
COc1ccc(NC(=O)CN2C(=O)NC3(CC(C)CC(C)(C)C3)C2=O)cc1S(=O)(=O)N1CCCCC1 (stereo not drawn)	-1	4
COc1ccc(S(=O)(=O)N2CCOC23CCN(S(=O)(=O)c2ccc(F)cc2)CC3)cc1	6	0
Cc1cc(C)c(NC(=O)CNC(=O)Cc2ccc(S(=O)(=O)N3CCOCC3)s2)c(C)c1	-3	3
COC(=O)[C@@]12CCCCN1[C@H](c1ccc(-c3ccccc3)c(OC)c1)[C@H]1C(=O)N(C)C(=O)[C@H]12	1	3
Cc1cc(C)cc(OCC(=O)N(C)CC(=O)Nc2ccc(Cl)c(C(F)(F)F)c2)c1	2	1
CC(=O)Nc1ccc(NC(=O)C(C)OC(=O)CCSc2ccccc2Cl)cc1 (stereo not drawn)	-2	4
COc1ccccc1C(=O)NCC(=O)OCC(=O)Nc1ccc2[nH]c(=O)[nH]c2c1	4	-3
COc1ccc(NC(=O)CO/N=C/C(=O)Nc2ccccc2C)c([N+](=O)[O-])c1	-1	5
Cc1cccc(N2CCN(C(=O)CNC(=O)Cc3ccccc3)CC2)c1C	11	-1
FC(F)(F)c1ccc2c3n(nc2c1)CCN=C3c1ccc(Cl)cc1	1	1
CC1CCCCC12NC(=O)N(CC(=O)N1CCc3ccccc31)C2=O (stereo not drawn)	-3	-3
CC(C)CN1C(=O)C(=O)N(CC(=O)c2ccc3c(c2)OCO3)C1=O	-7	3
C=C/C(C)=C/C[C@H]1C(=C)CCC2[C@](C)(C(=O)O)CCC[C@@]21C (stereo partly drawn)	5	1

(listing goes on)
SMILES	IDE cell inh	IDE act
c1cncc(-c2ccc3[nH]ccc3c2)c1	2	0
O=S(=O)(NCCCc1ccccc1)c1ccc(Br)cc1	3	4
O=C(Nc1nc2ccc(Cl)cc2s1)c1cccc(N2C(=O)CCC2=O)c1	-3	1
CN(C)S(=O)(=O)c1ccc(Cl)c(NC(=O)CNC2(C)CCS(=O)(=O)C2)c1 (stereo not drawn)	0	7
CC(C)NC(=O)N(C)C[C@H]1Oc2ccc(NC(=O)Nc3ccc(C(F)(F)F)cc3)cc2C(=O)N([C@H](C)CO)C[C@@H]1C	2	-2
CSc1ncccc1C(=O)Nc1cc(Cl)ccc1N1CCOCC1	0	5
CCCCC[C@@H]1C=C(C(=O)O)[C@H](c2ccc(F)cc2)N1S(=O)(=O)c1ccc(C)cc1	3	-1
Cc1ccc(S(=O)(=O)N2CCOCC2)cc1NC(=O)Cn1nc(C)c([N+](=O)[O-])c1C	-2	4
CCN(CC)CCn1c2c(c(SCC(=O)Nc3ccc(C(C)C)cc3)nc1=O)CCCC2	-4	5
C=C(C)C(=O)OCC(O)COc1ccc(C(C)(C)c2ccc(OCC(O)COC(=O)C(=C)C)cc2)cc1 (stereo not drawn)	1	3
COc1ccccc1OCC(=O)Nc1sc2c(c1C(N)=O)CCC2	-1	-2
COc1ccc(NC(=O)COC(=O)CCC(=O)c2cccs2)cc1OC	6	-1
Cc1nn(-c2ccccc2)c(Cl)c1C(=O)NNC(=O)c1ccncc1	8	3
COc1ccc(S(=O)(=O)N2CCOCC2)cc1NC(=O)c1sccc1C	-3	-3
COc1ccc(S(=O)(=O)N2CCOCC2)cc1NC(=O)COC(=O)CCOc1ccc(C)cc1	-4	1
Cc1cccc(C)c1NC(=O)CNC(=O)Cc1c[nH]c2ccccc12	4	4
O=C(CSc1nc(C(F)(F)F)cc(=O)[nH]1)N1CCCCCC1	-6	-1
